RmlC RmlD mix = RmlC and RmlD coupled enzyme inhibitors, primary screen, biochemical, 384-well, compound mixtures, retest; AID 1532, 2009; RmlC/RmlD coupled enzyme inhibition, 384-well mixture HTS; 0.39% of 110,000 active; inhibition, % at 5.5 µM; in the data active means inhibition above about 30%, passing the limit was not always enough; further: strong numbers were not always called active
HIV RNase H inh = HIV-1 RT RNase H inhibitors, primary screen, biochemical, fluorescence | inhibition, % at 10 µM | 1.9% of 65,000 active | RT-RNase H RNA/DNA duplex cleavage; in the data active means inhibition above about 50%
The depositor's hits bear a star; nt = not tested or not shown. Only part of the results is shown. The share of hits here may be higher or lower than overall.

SMILES	RmlC RmlD mix	HIV RNase H inh
Cc1ccc2oc(=O)c3cnn(CC(=O)NCCC(C)C)c3c2c1	-7	-6
O=C(NCCCN1CCOCC1)c1ccc(Cl)c(S(=O)(=O)N2CCCCCC2)c1	8	nt
NC1=NC[C@@H](Cc2ccc(O)cc2)N1CCC12CC3CC(CC(C3)C1)C2	-43	nt
C/C(=N/NS(C)(=O)=O)c1ccc2ccccc2c1	-10	nt
Cc1n[nH]c(C)c1SCC(=O)Nc1ccc(F)cc1	-11	-9
Nc1nc(Nc2ccccc2)nc2ccccc12	1	2
CCOC(=O)/C(C#N)=C/c1ccc(OC)c(OC)c1	7	nt
Clc1ccc(Cc2ccccc2)nn1	-1	nt
CCN(C(=O)Cn1c(=O)oc2ccccc21)c1cccc(C(F)(F)F)c1	11	-2
CCOc1ccc2nc3sc(C(=O)N4CCN(C)CC4)c(N)c3cc2c1	10	13
COc1cc(CCCN2C(=O)C(=O)NC[C@@H]2c2ccccc2)cc(OC)c1OC	23	nt
Cc1ccc(-c2nc(C3CCCN(S(=O)(=O)c4ccc(C(C)(C)C)cc4)C3)no2)cc1 (stereo unspecified)	3	nt
C(=N\c1nccs1)/Nc1nccs1	-2	-4
Cc1cc(C(=O)N[C@H](c2ccccc2)[C@@]2(C)C[C@@H]2[C@@H](C)C(=O)Nc2ccc3ccccc3c2)no1	-9	nt
C=C1CCN([C@@H](CC(C)C)C(=O)NCc2ccco2)S(=O)(=O)c2ccccc21	-7	nt
COCCCNC(=O)Cn1nnc(-c2ccc(NC(=O)c3ccccc3F)cc2)n1	-6	nt
CC(C)CCNC(=O)CCCOc1ccccc1	8	nt
COc1cc(C)nc(NCc2ccccc2)n1	-10	-26
COc1cccc(OC)c1C(=O)Nc1ccc2c3c(cccc13)CC2	3	nt
Cc1nc2nc(C)n(-c3ccccc3)c2s1	10	5
C=CCn1c(C)c(C(C)=O)c(N2CCOCC2)nc1=S	17	-2
Cc1nc(N2CCCCC2)c2ccsc2n1	-9	nt
Cc1cc(C)nc(N2CCCC(C(=O)NCC(c3ccccc3)c3ccccc3)C2)n1 (stereo unspecified)	3	nt
O=C(CSc1nnc(SCC(=O)NCc2ccc3c(c2)OCO3)s1)NCc1ccc2c(c1)OCO2	9	nt
CCN1CCN(CCNC(=O)c2ccc(CS(=O)(=O)c3c(Cl)cccc3Cl)o2)CC1	-8	-6
COc1ccc(-c2noc(COc3ccccc3OC)n2)cc1OC	-3	-24
COC(=O)C1C(c2ccccc2)C(C(=O)N2CCN(C)CC2)C1c1ccccc1 (stereo unspecified)	-10	-1
O=C(OCc1ccc(COC(=O)c2ccccn2)cc1)c1ccccn1	-11	nt
O=C(NNC(=O)C1COc2ccccc2O1)c1ccccc1 (stereo unspecified)	8	nt
OCc1nc2ccccc2n1CCCOc1ccccc1	-2	19
C=CCN1C(=O)C2C(C(=O)NC)C3(C)C=CC2(O3)C1C(=O)NCc1ccc(OC)cc1 (stereo unspecified)	18	6
COc1ccc(CNC(=O)C(c2ccco2)N(Cc2cccs2)C(=O)Cc2cccs2)cc1 (stereo unspecified)	3	6
O=C(/C=C/c1cccs1)c1cc(Br)ccc1OC(=O)N1CCOCC1	-1	nt
COC(=O)c1cc2oc(C)cc2n1CC(=O)N1CCCc2ccccc21	nt	-11
Cn1cnc([N+](=O)[O-])c1Nc1cccc(O)c1	9	nt
COc1cc(C)ccc1OCCCON1C(=O)CCC1=O	3	nt
Cc1nc2nc(COc3ccccc3)nn2c(C)c1Cl	16	-14
Cc1ccc(-c2nn3c(C)nnc3s2)cc1NC(=O)c1ccc(Br)o1	-28	2
N/C(=N\OC(=O)CC1CCCCC1)c1ccccn1	6	nt
COCCn1c(-c2ccc(OC)cc2)cnc1SCC(=O)Nc1cc(C)on1	-13	-12
O=C(NCc1nc2ccccc2[nH]1)C1=C[C@@H](c2csc3ccccc23)C[C@@H](OCCCCO)O1	4	nt
Cc1c(NC(=O)Nc2ccc(Cl)c(Cl)c2)sc(=S)n1C	2	nt
COc1ccc(NC2=NCCC(=O)N2Cc2cccs2)cc1	-10	-82
COc1ccccc1CNC(=O)COC(=O)c1ccc(NC(N)=O)cc1	-12	-11
COc1ccc(CNc2cc([N+](=O)[O-])ccc2OC)cc1	-17	nt
CCOC(=O)C(CC)/C(C)=N/NC(=O)c1ccc([N+](=O)[O-])cc1 (stereo unspecified)	-7	nt
C/C(=N\NC(=O)c1nn(C)cc1Br)c1cccc(NC(=O)C(C)(C)C)c1	1	nt
Cn1nc(-c2ccc(N3CCOCC3)c(NS(=O)(=O)c3ccccc3)c2)c2ccccc2c1=O	-12	29
COC(=O)CSc1nc2cc(Cl)ccc2c(=O)n1C1CCCC1	-10	-5
CC(=O)Nc1ccc(S(=O)(=O)N(C)c2ccc(O)cc2)cc1	12	-5

(list continues)
SMILES	RmlC RmlD mix	HIV RNase H inh
Cc1ccccc1C(=O)NNC(=O)Cc1cccc2ccccc12	-8	nt
CCOc1ccc(CN(C(=O)c2oc3ccccc3c2C)C2CCS(=O)(=O)C2)cc1 (stereo unspecified)	-11	nt
COc1ccc(CNC(=O)CSc2nnc(-c3ccc(NC(C)=O)cc3)n2C)cc1	3	-9
CC(=O)N1CCc2cc(S(=O)(=O)CCC(=O)N3CCN(C(=O)c4ccco4)CC3)ccc21	-11	3
CCC(CC)C(=O)Nc1ccc(Sc2ccc([N+](=O)[O-])cc2)cc1	12	nt
CC1(C)Cc2c(sc(/N=C/N3CCCCC3)c2C#N)C(C)(C)N1	-12	nt
Cc1cccc(N2C(=O)/C(=C/c3ccc(CN(CCC#N)S(C)(=O)=O)o3)C(=O)NC2=S)c1	16	nt
COc1ccc(-c2csc(NC(=O)C3CCCO3)n2)cc1 (stereo unspecified)	2	-15
COc1ccc2[nH]c(=O)c(CN(Cc3ccc(C)cc3)Cc3nnnn3CC3CCCO3)cc2c1 (stereo unspecified)	4	-1
Cc1ccc(CNC(=O)c2cccc(S(C)(=O)=O)c2)cc1	27	nt

The final 3 compounds of the part before come first, to join the parts.
SMILES	RmlC RmlD mix	HIV RNase H inh
COc1ccc(-c2csc(NC(=O)C3CCCO3)n2)cc1 (stereo unspecified)	2	-15
COc1ccc2[nH]c(=O)c(CN(Cc3ccc(C)cc3)Cc3nnnn3CC3CCCO3)cc2c1 (stereo unspecified)	4	-1
Cc1ccc(CNC(=O)c2cccc(S(C)(=O)=O)c2)cc1	27	nt
Cc1ccc(C(C)NC(=O)c2cc(C)oc2C)cc1 (stereo unspecified)	5	0
c1coc(C2Nc3ccccc3C3OCCC23)c1 (stereo unspecified)	-8	nt
CC(=O)Nc1cccc(S(=O)(=O)N2CCCCCC2)c1	-9	nt
CC(=O)Oc1ccc(-c2cc3c(OC(C)=O)cc(OC(C)=O)cc3oc2=O)cc1	-58	nt
O=C(c1ccco1)[C@@H]1[C@@H]2C(=O)N(c3ccc(F)cc3)C(=O)[C@@H]2C2c3ccccc3C=CN21 (stereo partly specified)	9	-12
COc1ccc(/C=N/NC(=O)CCCC(=O)NC2CCCCC2)cc1	4	nt
COc1ccc(N2CSC3=C(C#N)C(c4cc(OC)c(OC)cc4OC)CC(=O)N3C2)c(OC)c1 (stereo unspecified)	7	86*
CCOc1ccc2c(C)c(Cl)c(=O)oc2c1	-16	nt
COc1ccc(CCNC(=O)CCNS(=O)(=O)c2ccc3c(c2)CCN3C(C)=O)cc1OC	12	-12
CCCCSc1ccc(NC(=O)c2cccnc2)cc1	2	nt
CC(C)(C)NC(=O)Cn1nnc(-c2ccccc2NC(=O)c2cnccn2)n1	16	nt
CCOC(=O)C1CCN(C(=O)CN(C)S(=O)(=O)c2cc(C)ccc2OC)CC1	-19	-15
Cc1cc2c(cc(C(=O)N3CCC(C(=O)NC4CCCC4)CC3)n2Cc2c(F)cccc2Cl)o1	-6	18
O=S(=O)(c1cccc(-c2nc3n(n2)Cc2ccccc2-3)c1)N1CCCCC1	-15	nt
COc1ccccc1NC(=O)CN1CCCCC1	-17	-10
NC(=O)Cn1c(=O)n(CCc2ccccc2)c(=O)c2c3c(sc21)CCCC3	9	nt
O=C(O)C1CCCCN1S(=O)(=O)c1ccccc1 (stereo unspecified)	-7	nt
N#Cc1ccc2ccn(CC(=O)N3CCCc4ccccc43)c2c1	11	-22
Cc1[nH]c2ccc(Br)cc2c(=O)c1CN1CCOCC1	-27	1
O=C(O)Cn1nnnc1-c1ccc(F)cc1	10	-1

Single records, as listed above.
COc1cc(C)nc(NCc2ccccc2)n1 is entered as RmlC RmlD mix: -10; HIV RNase H inh: -26
O=C(O)C1CCCCN1S(=O)(=O)c1ccccc1 (stereo unspecified) is entered as RmlC RmlD mix: -7; HIV RNase H inh: nt

More compounds.
SMILES	RmlC RmlD mix	HIV RNase H inh
COc1ccc(OC)c(NC(=O)Cc2coc3cc(C)cc(C)c23)c1	6	nt
O=C(NCC1CC1)c1onc(CSc2ccncc2)c1C(=O)NCC1CC1	-12	nt
O=[N+]([O-])c1ccc(Oc2cccc(F)c2)c2ccncc12	15	nt
CC1(C(=O)NCc2cccnc2)CCC(=O)N1Cc1cccs1 (stereo unspecified)	nt	-12
CCNC(=O)Cc1ccc(Br)cc1	-9	nt
CC1CCN(CCCNC(=O)c2n[nH]c(=O)c3ccccc23)CC1	0	-52
COc1ccccc1Nc1nc(-c2sc(NC(=O)C(C)(C)C)nc2C)cs1	-208	nt
O=C(Nc1cccc(C(=O)N2CCOCC2)c1)c1ncn[nH]1	-12	-6
O=C(O)COc1ccc(-c2nnn(Cc3ccccc3F)n2)cc1	-5	-11
O=C(CCc1ccccc1)Nc1nc2ccc(S(=O)(=O)N3CCOCC3)cc2s1	8	64*

Laid out differently: results already given
molecule | RmlC RmlD mix | HIV RNase H inh
O=S(=O)(c1cccc(-c2nc3n(n2)Cc2ccccc2-3)c1)N1CCCCC1 | -15 | nt
COc1ccc(-c2csc(NC(=O)C3CCCO3)n2)cc1 (stereo unspecified) | 2 | -15
C=CCN1C(=O)C2C(C(=O)NC)C3(C)C=CC2(O3)C1C(=O)NCc1ccc(OC)cc1 (stereo unspecified) | 18 | 6
Cc1cc(C(=O)N[C@H](c2ccccc2)[C@@]2(C)C[C@@H]2[C@@H](C)C(=O)Nc2ccc3ccccc3c2)no1 | -9 | nt

Next part.
SMILES	RmlC RmlD mix	HIV RNase H inh
CCn1nnnc1SCC(=O)N1CCOCC1	19	-1
O=C1NC(=S)S/C1=C1\Sc2ccccc2N1CCCS(=O)(=O)O	-8	-5
O=C(Nc1ccccc1)NC1(C(=O)NCc2ccco2)CCCCC1	-10	-20
CCn1c(COc2ccc(Cl)cc2)nnc1SCC(=O)Nc1ccc2c(c1)OCCO2	nt	-4
N=c1c2c(-c3ccccc3)c(-c3ccccc3)n(Cc3ccco3)c2ncn1CCN1CCOCC1	-8	7
Cc1cccc(NC(=S)NC(=O)CCc2ccccc2)c1	-10	nt
O=C(CCS(=O)(=O)c1ccc(Br)s1)NCc1ccccc1	1	nt
COc1cccc(C2CC(C(F)(F)F)n3ncc(C(=O)NCc4ccco4)c3N2)c1 (stereo unspecified)	14	-22
CCOC(=O)N1CCN(Cc2nc3c(c(=O)n(C)c(=O)n3C)n2CCC(C)C)CC1	-16	-2
CCCCCCOc1ccc(CN2CCN(CC)CC2)cc1	-3	nt
CCOC(=O)c1sc2nc(C)cc(C)c2c1NC(=O)c1ccco1	-4	-9
CCCNC(=O)C(=O)NCCC1=CCCCC1	9	nt
Cc1ccc(N2C(=O)CSC23C(=O)Nc2ccccc23)cc1 (stereo unspecified)	-10	-4
CC(C(N)=O)N1C(=O)C2C3C=CC(C3)C2C1=O (stereo unspecified)	-93	-4
COc1ccc(NC(=O)c2cccs2)cc1O	-9	-15
CC(C)(C)C1CCc2c(sc(NC(=O)CSc3ncn[nH]3)c2C#N)C1 (stereo unspecified)	-8	nt
Oc1c(C(c2ccccn2)N2CCOCC2)ccc2cccnc12 (stereo unspecified)	6	17
C=CCN1CCN(C(c2ccc(OC)c(OC)c2)c2nnnn2C(C)(C)C)CC1 (stereo unspecified)	-6	-20
Cn1c(=O)[nH]c2ncn(C)c2c1=O	-15	nt
COC(=O)c1ccc(NC(=O)CS(=O)(=O)Cc2ccccc2)cc1	8	-15
O=c1c2ccccc2nc(-c2ccccc2)n1CCCN1CCOCC1	15	2
Oc1ccccc1C(=S)N1CCCCC1	-2	53*
CN1c2ccccc2N(C)C1c1ccc2c(c1)OCO2	7	-8
C=CCn1c(SCC(=O)NCC2CCCO2)nc2scc(-c3ccco3)c2c1=O (stereo unspecified)	4	5
O=C(CSCCSCC(=O)c1ccco1)c1ccco1	0	-61
CCN(CC)S(=O)(=O)c1ccc(-c2nnc(SCC(=O)Nc3ccc(OC)cc3)o2)cc1	8	nt
O=c1cc(NCCO)c2ccccc2o1	-6	nt
C=CCn1c(SCC(=O)NCc2ccccc2)nnc1-c1ccccc1O	6	-3
Cc1ccc(C)c(NC(=S)NCCN2CCOCC2)c1	5	nt
CCOc1ccc(C2N(c3ccc(F)cc3)C(=O)C3CCCN32)cc1OC (stereo unspecified)	3	-10

Part of the list above in another layout:
Under each structure: RmlC RmlD mix	HIV RNase H inh
- O=C(CSCCSCC(=O)c1ccco1)c1ccco1
 : 0	-61
- CCN(CC)S(=O)(=O)c1ccc(-c2nnc(SCC(=O)Nc3ccc(OC)cc3)o2)cc1
 : 8	nt
- O=c1cc(NCCO)c2ccccc2o1
 : -6	nt
- C=CCn1c(SCC(=O)NCc2ccccc2)nnc1-c1ccccc1O
 : 6	-3

The listing continues:
SMILES	RmlC RmlD mix	HIV RNase H inh
CCC(C)(C)n1nnnc1C(c1ccncc1)N1CCN(c2cccc(OC)c2)CC1 (stereo unspecified)	9	1
CC(C)(C)N1Cc2ccccc2C1=N	-14	nt
COc1ccccc1N(CC(=O)NCC1CCCO1)C(=O)CNS(=O)(=O)c1ccc(C)cc1 (stereo unspecified)	12	nt
Cc1ccc2nc(SCC(=O)NCc3cccs3)c(C#N)cc2c1	0	nt
CCCCCCC(=O)NN1CCN(C)CC1	-7	nt
COc1ccc(C(=O)Nc2n[nH]c(-c3ccncc3)n2)cc1	10	nt
O=C(c1ccccc1)N(Cc1ccc2c(c1)OCO2)Cc1nc2ccccc2c(=O)[nH]1	-14	-2
CCC(COC(=O)NC)NC(=O)Oc1cccc(C)c1 (stereo unspecified)	2	nt
COc1ccccc1Oc1nc2c(c(=O)n(Cc3ccccc3F)c(=O)n2C)n1C	13	-20

High-throughput results: PubChem BioAssay, several laboratories
